V1aR counter: agonists of human V1a receptor, primary screen, counter-screen for OXTR agonist project, fluorescence, CHO-V1R cells; Vasopressin V1a receptor (Homo sapiens), P37288; hit rate 0.25% among 320,000; activation, % at 3 µM; Fluo-8 calcium fluorescence, agonist mode; 0% DMSO, 100% 3 nM vasopressin;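 active = activation above the mean activation of all tested compounds plus 3 SD, per screening run, cut at about 20% in these data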;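 note: signal is peak over basal fluorescence ratio across a 100 second FLIPR read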
Target sequence (P37288 whole entry, looked up): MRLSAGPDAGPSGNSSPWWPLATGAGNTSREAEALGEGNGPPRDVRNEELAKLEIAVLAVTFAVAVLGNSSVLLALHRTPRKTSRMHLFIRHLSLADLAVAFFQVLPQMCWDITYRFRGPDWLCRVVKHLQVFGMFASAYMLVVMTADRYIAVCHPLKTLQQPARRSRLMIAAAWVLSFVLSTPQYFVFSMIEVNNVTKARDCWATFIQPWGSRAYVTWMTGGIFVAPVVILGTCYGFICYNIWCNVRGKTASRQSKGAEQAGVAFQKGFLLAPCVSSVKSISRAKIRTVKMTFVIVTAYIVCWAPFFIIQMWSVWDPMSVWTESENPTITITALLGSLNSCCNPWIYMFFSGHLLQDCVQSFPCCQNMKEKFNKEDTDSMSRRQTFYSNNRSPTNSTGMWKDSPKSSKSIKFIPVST
PHOSPHO1 inh: PubChem AID 1565; Phosphoethanolamine/phosphocholine phosphatase (Homo sapiens), Q8TCT1; recombinant PHOSPHO1, absorbance phosphatase assay; inhibition, % at 13.3 µM; hit rate 1.1% among 290,000; in the data active = inhibition above about 60%
GalR3 antagonist: GalR3 antagonists in HEK293 cells, primary screen, cell-based, fluorescence readout | Galanin receptor type 3 (Homo sapiens), O60755 | hit rate 0.44% among 360,000 | HEK293 GalR3-CNG cAMP membrane potential fluorescence; galR3 body fused to GalR1 C-terminus | AID 651719, 2012 | inhibition, % at 3 µM;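 active = inhibition above the screen-wide average plus 3 SD, cut at about 13% in these data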;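 note: forskolin and galanin both at EC90 stimulate the cells; cAMP rise reported by CNG channel membrane potential dye signal; 0% = forskolin plus galanin with DMSO and 100% = forskolin alone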
GPR7 antagonist: GPR7 receptor antagonists, primary screen, cell-based, fluorescence, single concentration | GPR7-expressing cells, fluorescence antagonist assay | inhibition, % at 4.4 µM | hit rate 1.1% among 290,000; in the data active = inhibition above about 16%, passing the limit was not always enough;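 note: cells stimulated with the agonist NPW; 0% = agonist with vehicle and 100% = vehicle without agonist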
MEKK3 PB1 HTS: modulators of MEKK3-MEK5 PB1 binding, primary screen, biochemical, wildtype MEKK3, multiplex bead flow cytometry, Alexa488-MEK5. Mitogen-activated protein kinase kinase kinase 3 (Homo sapiens), Q99759. bead-based flow cytometry, Alexa488-MEK5 binding to MEKK3; actives lie on both sides; 0 = blocked by unlabeled MEK5, 100 = vehicle. binding response (% of control), % at 10 µM. hit rate 1.4% among 290,000. AID 1529, 2009;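 active = binding response more than 3 SD above or below the average of its plate-row segment, actives on both sides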;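 note: Alexa488 bead fluorescence after subtracting the streptavidin-only scavenger bead signal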
Target sequence (Q99759 whole entry, looked up): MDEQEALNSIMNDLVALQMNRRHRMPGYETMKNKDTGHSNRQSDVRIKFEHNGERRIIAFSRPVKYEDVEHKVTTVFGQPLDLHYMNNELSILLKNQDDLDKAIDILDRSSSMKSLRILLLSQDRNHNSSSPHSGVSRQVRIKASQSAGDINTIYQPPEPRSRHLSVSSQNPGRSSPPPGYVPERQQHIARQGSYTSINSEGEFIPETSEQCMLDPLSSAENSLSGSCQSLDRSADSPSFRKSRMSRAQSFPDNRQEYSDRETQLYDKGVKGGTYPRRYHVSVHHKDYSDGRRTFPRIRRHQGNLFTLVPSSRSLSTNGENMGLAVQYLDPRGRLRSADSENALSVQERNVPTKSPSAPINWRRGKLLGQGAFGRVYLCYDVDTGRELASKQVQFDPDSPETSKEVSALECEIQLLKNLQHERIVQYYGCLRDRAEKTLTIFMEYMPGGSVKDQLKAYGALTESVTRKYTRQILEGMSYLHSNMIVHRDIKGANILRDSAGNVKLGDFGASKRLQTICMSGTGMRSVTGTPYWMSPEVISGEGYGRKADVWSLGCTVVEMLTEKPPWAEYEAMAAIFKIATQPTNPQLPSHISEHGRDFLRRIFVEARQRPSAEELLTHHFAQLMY
MEKK2 WT-MEK5: modulators of MEK5 binding to wildtype MEKK2, primary screen, biochemical, multiplex bead flow cytometry, Alexa488-MEK5. Mitogen-activated protein kinase kinase kinase 2 (Homo sapiens), Q9Y2U5. hit rate 1.1% among 290,000. binding response (% of control), % at 10 µM. Alexa488-MEK5 binding to MEKK2 WT; actives lie on both sides; in the data active = binding response below about 67% or above about 130%
MEKK2 mut-MEK5: MEK5 binding signal on mutant MEKK2 PB1, primary screen, biochemical, multiplex bead flow cytometry, Alexa488-MEK5 | Alexa488-MEK5 binding to MEKK2 mutant | percent response, % at 10 µM | hit rate 0.35% among 290,000 | AID 1530, 2009; in the data active = percent response above about 24%, passing the limit was not always enough; note: inactives centre near 1; some results filed as inactive read as strong as hits; reference of the scale not given here
OXTR ag: human OXTR agonists, primary screen, fluorescence, CHO-OTR cells, Fluo-8 calcium; Oxytocin receptor (Homo sapiens), P30559; Fluo-8 calcium fluorescence; normalized: DMSO 0%, oxytocin 100%; activation, % at 3 µM; hit rate 0.32% among 320,000; AID 2435, 2010;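 active = activation above the mean of all tested compounds plus 3 SD, cutoff set per screening run, cut at about 20% in these data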;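 note: peak over basal fluorescence ratio from a 100 s FLIPR kinetic read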
NALP1 yeast inh: NALP1 inflammasome inhibitors in reconstituted yeast, colorimetric, S. cerevisiae, triplicate retest; S. cerevisiae NALP1/ASC/caspase-1 growth, X-gal OD620, 72 h; inhibition, % at 10 µM; hit rate 0.61% among 280,000; AID 2071, 2009; in the data active = inhibition mostly above about 24%, no sharp cut-off; inactive = mostly below about 32%; note: some compounds called inactive have numbers as strong as hits
Starred values were filed as active, the others as inactive; x = not tested or not shown.

SMILES | V1aR counter | PHOSPHO1 inh | GalR3 antagonist | GPR7 antagonist | MEKK3 PB1 HTS | MEKK2 WT-MEK5 | MEKK2 mut-MEK5 | OXTR ag | NALP1 yeast inh
CCOC(=O)C1=C(N)Oc2c(c(=O)oc3ccccc23)C12C(=O)N(C)c1ccccc12 (centres undefined) | 0.9 | 12 | -3 | -12 | 107 | 107 | 7 | 2.7 | 17
C[C@H]1C[C@@H](C)C(=O)[C@@H]([C@H](O)CC2CC(=O)NC(=O)C2)C1 | 1.5 | 44 | -7 | -31 | 105 | 109 | 6 | 0.9 | 100*
O=C1NC(=O)C2(Cc3ccccc3N3CCCC32)C(=O)N1c1ccc(Cl)cc1 (centres undefined) | 1.1 | 10 | -4 | 3 | 98 | 88 | -1 | 1.1 | 8
O=C(CN1CC=C(c2ccccc2)CC1)NC(=O)NC1CCCCC1 | 1.3 | -4 | -3 | -4 | 103 | 103 | 8 | -1.3 | 10
CCOP(=O)(OCC)C(O)c1cccnc1 (centres undefined) | 1.2 | 28 | -4 | -1 | 104 | 108 | 5 | 0.5 | 13
CC(C)OP(=O)(O)NC(=O)c1ccccc1 | 1.1 | -12 | 5 | -11 | 97 | 89 | -8 | 0.6 | 8
Cc1cccc(CN2CCN(c3ccc(Cl)cc3)CC2)c1 | -0.9 | 6 | -3 | -7 | 107 | 113 | 2 | -1.3 | -11
CCCCCCC(=O)c1c(O)n(-c2ccccc2OC)c(=O)[nH]c1=O (tested in a mixture with another compound) | -0.2 | 27 | -6 | -18 | 112 | 108 | 7 | -1.2 | x
Cc1cc(Br)ccc1N1C(=O)CC(=O)NC1=O | -0.6 | -2 | -3 | -1 | 103 | 102 | 5 | -0.1 | -13
CN1CCN(c2c(F)cc([N+](=O)[O-])c(N)c2Br)CC1 | 1.1 | 6 | -4 | -2 | 65 | 97 | -12 | 3.8 | -30

Reformatted with values under each structure: entries from further up.
Fields – V1aR counter | PHOSPHO1 inh | GalR3 antagonist | GPR7 antagonist | MEKK3 PB1 HTS | MEKK2 WT-MEK5 | MEKK2 mut-MEK5 | OXTR ag | NALP1 yeast inh
CC(C)OP(=O)(O)NC(=O)c1ccccc1
  1.1 | -12 | 5 | -11 | 97 | 89 | -8 | 0.6 | 8
Cc1cccc(CN2CCN(c3ccc(Cl)cc3)CC2)c1
  -0.9 | 6 | -3 | -7 | 107 | 113 | 2 | -1.3 | -11

Following part.
SMILES | V1aR counter | PHOSPHO1 inh | GalR3 antagonist | GPR7 antagonist | MEKK3 PB1 HTS | MEKK2 WT-MEK5 | MEKK2 mut-MEK5 | OXTR ag | NALP1 yeast inh
CCCC(C)n1[nH]c(=O)c2c1NC(=O)CSC2c1ccccc1 (centres undefined) | -0.3 | 12 | -7 | -4 | 95 | 100 | 2 | -0.3 | -12
CCN1CCN(CC(c2ccccc2)c2ccccc2)CC1 | 0.1 | 46 | -7 | -13 | 103 | 100 | 9 | 0.6 | -7
CCOP(=O)(C#Cc1ccccc1)C(O)c1ccc(Br)cc1 (centres undefined) | 1.3 | 37 | -7 | -6 | 97 | 101 | -14 | -0.7 | x
CCCCn1c(=O)c(C=Nc2ccc(Cl)cc2)c(O)n(Cc2ccco2)c1=O | -0.8 | -4 | -5 | -10 | 92 | 96 | -2 | -0.3 | 18
CCN1CCN(c2ccc(N)cc2)CC1 | -0.6 | -10 | -5 | -9 | 102 | 109 | 8 | -0.4 | 16
CCCCn1c(=O)c(C(=O)NCc2ccco2)c(O)c2ccccc21 | -0.2 | 10 | 2 | -12 | 126 | 116 | 0 | -0.2 | 12
CNC(C(=O)c1ccccc1)C(OC)c1ccc(C)cc1 (centres undefined) | 1.3 | 2 | -5 | 12 | 103 | 105 | 2 | -0.2 | 24
O/N=C/c1c[nH]c2ccccc12 | 0.8 | -6 | -1 | -1 | 102 | 100 | 3 | 1.4 | x
O=C1CSC2(CN3CCC2CC3)N1 (centres undefined) | 0.9 | 0 | -3 | 2 | x | x | x | 0.1 | 6
Cc1ccsc1C(=O)C1CCCN(Cc2cccn2-c2ccccn2)C1 (centres undefined) | -0.3 | 52 | -12 | 16 | 103 | 97 | -11 | 0.2 | 4
C1CC2NCCC3NCCC(N1)N32 (centres undefined) | 0.9 | 34 | -6 | -7 | 122 | 112 | 7 | -0.1 | 5
Cn1c(O)c(C=NC2CCN(Cc3ccccc3)CC2)c(=O)[nH]c1=O | -0.6 | 28 | -3 | -10 | 107 | 105 | 0 | 0.9 | x
CC(Cc1ccccc1)[n+]1cc(/N=C(\N)[O-])on1 (centres undefined) | 1.8 | 0 | -1 | -7 | 101 | 104 | 2 | 0.5 | 8
c1ccc2c(CCNC3CCCCC3)c[nH]c2c1 | 2.7 | 28 | -6 | 4 | 104 | 102 | -3 | 6.5 | 6
O=c1c2cc(Br)ccc2[nH]c(=S)n1-c1ccccc1 | -0.5 | -87 | -2 | 29* | 91 | 80 | -13 | -0.8 | -4
Nc1ccc2cc(Br)ccc2c1 | -0.3 | -14 | -5 | -3 | 99 | 100 | 2 | 0.4 | -11
CCCCN(Cc1ccccc1)C1CCN(CCc2ccccc2)CC1 | 1.2 | -29 | -6 | -6 | 104 | 117 | 6 | -0.6 | 48*
CN(CCc1ccccc1)Cc1ccccc1[N+](=O)[O-] | -1.4 | -73 | -4 | -14 | x | x | x | -1.9 | 3
COc1ccc(CCn2c(O)c(C=Nc3ccccc3F)c(=O)[nH]c2=O)cc1OC | 0.6 | 45 | -4 | 2 | 86 | 89 | -23 | -0.1 | 19
CCC(C)n1c(C)cc(C(N)=O)c1C (centres undefined) | 0.2 | 12 | 8 | -9 | 94 | 106 | 3 | 0.5 | 8
O=c1[nH]c(=S)[nH]c(O)c1N=Nc1ccc(S(=O)(=O)N2CCc3ccccc32)cc1 | 0.0 | 9 | 0 | 0 | 96 | 92 | -1 | -0.9 | 2
CN1C(=O)C(Cc2ccc3c(c2)OCO3)C(=O)N(C)C1=O | -0.1 | -32 | x | -11 | 101 | 93 | -4 | 0.6 | 2
COc1ccc(N2C(=O)CC(N3CC=C(c4ccccc4)CC3)C2=O)cc1 (centres undefined) | 0.5 | 54 | -4 | 9 | 102 | 100 | 4 | 0.6 | 29
O=C1c2cccc3cccc(c23)C(=O)N1/N=C/c1c(O)n(-c2ccccc2)c(=O)[nH]c1=O | 1.1 | 29 | -4 | -15 | 101 | 97 | 1 | 1.2 | 4
COc1ccc(S(=O)(=O)Cc2ccc(C(=O)N3CCC4(CC3)OCCO4)o2)cc1 | -0.2 | -7 | -1 | -2 | 96 | 103 | -4 | 1.4 | 18
O=c1[nH]c(O)c(N=Nc2ccc(S(=O)(=O)N3CCOCC3)cc2)c(=O)[nH]1 | 0.1 | 38 | -4 | -5 | 99 | 99 | 0 | 1.0 | 3
Fc1ccc(CCNCc2ccc(Cl)c(Cl)c2)cc1 | 7.3 | 0 | -4 | -4 | 100 | 118 | 6 | 6.3 | 24
CCN(CC)S(=O)(=O)c1ccc(C)c(NCC(=O)Nc2ccc(C#N)c(Cl)c2)c1 | 11 | 5 | -11 | 4 | 115 | 97 | 3 | 17 | 27
Cn1c(O)c(Cc2ccc(OCc3ccccc3)cc2)c(=O)n(C)c1=O | 3.5 | 23 | -10 | 8 | 103 | 103 | 1 | 2.4 | 3
Cc1sc2ncn(CC(=O)NCC(=O)N3CCC4(CC3)OCCO4)c(=O)c2c1C | 0.6 | -4 | -1 | -7 | 112 | 108 | 11 | 0.0 | 23
CS(=O)(=O)NNP(=O)(NNS(C)(=O)=O)NC(=O)c1ccc(Br)cc1 | -0.8 | 41 | -4 | -16 | 104 | 102 | 14 | 0.5 | 13
CCN(CC)CCCN=C(C)c1c(O)n(-c2ccc(C)cc2)c(=O)[nH]c1=O | 0.0 | -4 | -7 | -10 | 91 | 95 | -1 | 0.1 | 2
CC(C(O)c1ccccc1)N(C)CCn1cnc2c1c(=O)n(C)c(=O)n2C (centres undefined) | 0.4 | 37 | 0 | -11 | 106 | 96 | 2 | 1.0 | -1
Clc1cc(Cl)cc(NC2=NCCS2)c1 | -0.9 | 10 | 3 | -5 | 93 | 98 | -8 | 1.4 | 33
COCC(C)OC(=O)c1c(N)n(Cc2ccco2)c2nc3ccccc3nc12 (centres undefined) | 0.2 | -20 | -6 | -4 | 117 | 105 | -2 | 0.6 | 1
O=C1OCCN1P(=O)(c1ccccc1)c1ccccc1 | -0.2 | 2 | 0 | -12 | 103 | 103 | 0 | -0.3 | 12
c1ccc(NC2=NCCCS2)cc1 | x | 5 | -11 | -6 | 107 | 106 | 16 | x | 10
NC(=O)C1CCN(/C=C2\C(=O)NC(=O)N(Cc3ccco3)C2=O)CC1 | 0.2 | 30 | 7 | 2 | 56 | 50 | -7 | 1.1 | x
CC(C)c1ccc(-n2c(O)c(C=NC(CCS(C)=O)C(=O)O)c(=O)[nH]c2=S)cc1 (centres undefined) | 1.5 | 24 | 3 | -9 | 93 | 87 | -8 | -0.2 | 10
CCC12CN3CCN(CC(C3)C1O)C2 (centres undefined) | 0.9 | -8 | -1 | -12 | 91 | 95 | 3 | 1.5 | -16
CCOc1cc(CNCCc2c[nH]c3ccccc23)cc(Cl)c1OCC | 6.0 | 0 | -10 | 0 | 98 | 108 | 3 | 7.4 | 54*
CCC1(C)CC(CCNCc2ccc(N(C)C)cc2)(c2ccc(F)cc2)CCO1 (centres undefined) | 2.9 | 20 | -11 | 10 | 97 | 107 | 4 | 4.4 | 13
CCSc1nnc([C@@H](N)Cc2c[nH]c3ccccc23)o1 | 0.8 | 31 | -4 | -8 | 73 | 79 | -18 | 2.7 | -24
CN1CCN(c2ncnc3c2cnn3C)CC1 | 1.5 | 46 | -5 | -14 | 107 | 103 | 6 | 1.1 | -14
CN(C)CC#CCn1c2ccccc2c2ccccc21 | 0.2 | 15 | -5 | -12 | 101 | 109 | 2 | -0.3 | 19
COc1ccc(C(O)c2ccccc2OP(=O)(N(C)C)N(C)C)cc1 (centres undefined) | 0.1 | -3 | 4 | -7 | 100 | 102 | -3 | 0.3 | 34
Cc1ccc2nc3c(cc2c1)CC1(C(=O)N(C)C(=O)N(C)C1=O)C1COCCN31 (centres undefined) | -1.4 | 21 | -1 | -9 | 98 | 98 | -2 | -1.4 | 0
CC(C)OP(=O)(OC(C)C)C(O)c1ccc(Br)cc1 (centres undefined) | 1.7 | 4 | -10 | -8 | 149* | 108 | -1 | -1.0 | 7
COc1ccc(CC2(CCc3ccccn3)C(=O)NC(=O)N(c3ccccc3C)C2=O)cc1OC (centres undefined) | 0.0 | 3 | 3 | -9 | 101 | 97 | -4 | -1.1 | 0
CNC(=O)c1cccn(Cc2ccc(C(F)(F)F)cc2)c1=O | 2.0 | -20 | -3 | 1 | 101 | 104 | -2 | 2.0 | 8
CNP(=S)(NC)OCCOc1ccc(OC)cc1 | -0.1 | 19 | 2 | -7 | 107 | 112 | 14 | 0.9 | 3
CC(=NCCCN1CCOCC1)c1c(O)n(Cc2ccccc2)c(=O)[nH]c1=O | 0.6 | 17 | -1 | -6 | 102 | 105 | 3 | 0.8 | 3

Screens (PubChem)

This is a subset (hit frequency here may not be typical).
